Assay outcomes from PubChem.
SNCA expr inhib – Primary qHTS assay for inhibitors of alpha-synuclein gene (SNCA) expression; HEK-293 SNCA-luciferase knock-in, luminescence, 24 h; Potency, µM (doses to about 57.2 µM), for inactives: at the highest dose activity change, negative = inhibition, usual class: inhibitors; 0.17% of 140,000 active;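 note: potency is the fitted concentration of half-maximal effect; plate controls were DMSO cells for no effect and cell-free wells for full effect; nearly all actives have a fitted effect of over 45% in size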
HEK293 tox – Cytotoxic Profiling in HEK 293 Cell Line of Diverse Libraries Using Quantitative High-Throughput Screening | AID 1345083, 2018 | HEK 293 viability, ATP luminescence (CellTiter-Glo), 48-72 h | 6.6% of 94,000 active | Potency, µM (highest dose often 115 µM), without a hit: at the top dose activity change, negative = cytotoxicity, most hits filed as inhibitors; note: potency is the fitted concentration of half-maximal effect; nearly all actives have a fitted effect of over 60% in size
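ATP-coupled CellTiter-Glo luminescence served as viability read-out, recorded 10 min after reagent addition at room temperature. HEK 293 cells, 250 cells/well, had been incubated with pintool-transferred compound for 48 or 72 hr at 37 degree Celsius.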
IP6K1 inh – Primary qHTS assay for small molecule inhibitors of Inositol hexaphosphate kinase 1 (IP6K1). AID 1645851, 2021. 0.81% of 140,000 active. activity change, % (series mostly up to about 58 µM). Inositol hexakisphosphate kinase 1 (Homo sapiens), Q92551. IP6K1 kinase, ADP-Glo luminescence, 2 h; hits give low values; in the data active = activity change below about -25%
Target sequence (Q92551 whole entry, looked up): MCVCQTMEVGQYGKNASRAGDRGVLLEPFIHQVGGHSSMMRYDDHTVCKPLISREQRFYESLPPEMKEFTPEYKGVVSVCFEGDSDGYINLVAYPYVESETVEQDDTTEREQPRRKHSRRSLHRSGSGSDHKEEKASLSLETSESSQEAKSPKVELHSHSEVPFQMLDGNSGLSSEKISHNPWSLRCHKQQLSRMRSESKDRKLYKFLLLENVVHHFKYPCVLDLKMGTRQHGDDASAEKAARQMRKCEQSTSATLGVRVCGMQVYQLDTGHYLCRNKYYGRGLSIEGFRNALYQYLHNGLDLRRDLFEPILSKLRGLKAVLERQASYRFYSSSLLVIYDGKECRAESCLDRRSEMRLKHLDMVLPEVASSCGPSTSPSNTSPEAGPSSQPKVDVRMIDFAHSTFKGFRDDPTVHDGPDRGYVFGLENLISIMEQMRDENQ
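ADP-Glo luminescence measures ADP made by human IP6K1 during a 2 h RT reaction with ATP/IP6 (mix at 1.3 mM/130 uM); top library doses 57.5 and 19.1 uM final.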
3T3 cytotox – Cytotoxic Profiling in NIH 3T3 Cell Line of Diverse Libraries Using Quantitative High-Throughput Screening. Potency, µM (titrated, usually from 96.7 µM), inactives show top-dose activity change, negative = cytotoxicity, actives largely listed as inhibitors. NIH 3T3 viability, CellTiter-Glo ATP luminescence, 48-72 h. 4.3% of 94,000 active; note: potency is the fitted concentration of half-maximal effect; nearly all actives have a fitted effect of over 55% in size
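Cells were seeded at 400 per well, treated with pin-transferred compound, and kept 48 or 72 hr at 37 °C before CellTiter-Glo addition and luminescence imaging of cellular ATP.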
Luciferase inh – Firefly luciferase inhibition profiling of diverse chemical library using quantitative high-throughput screening. Luciferin 4-monooxygenase (Photinus pyralis), P08659. purified P. pyralis luciferase, luminescence, biochemical. Potency, µM (doses to about 115 µM), for the others: at the top dose activity change, negative = inhibition, usual class: inhibitors. 2.5% of 76,000 active; note: potency is the fitted concentration of half-maximal effect; nearly all actives have a fitted effect of over 65% in size
Target sequence (P08659 whole entry, looked up): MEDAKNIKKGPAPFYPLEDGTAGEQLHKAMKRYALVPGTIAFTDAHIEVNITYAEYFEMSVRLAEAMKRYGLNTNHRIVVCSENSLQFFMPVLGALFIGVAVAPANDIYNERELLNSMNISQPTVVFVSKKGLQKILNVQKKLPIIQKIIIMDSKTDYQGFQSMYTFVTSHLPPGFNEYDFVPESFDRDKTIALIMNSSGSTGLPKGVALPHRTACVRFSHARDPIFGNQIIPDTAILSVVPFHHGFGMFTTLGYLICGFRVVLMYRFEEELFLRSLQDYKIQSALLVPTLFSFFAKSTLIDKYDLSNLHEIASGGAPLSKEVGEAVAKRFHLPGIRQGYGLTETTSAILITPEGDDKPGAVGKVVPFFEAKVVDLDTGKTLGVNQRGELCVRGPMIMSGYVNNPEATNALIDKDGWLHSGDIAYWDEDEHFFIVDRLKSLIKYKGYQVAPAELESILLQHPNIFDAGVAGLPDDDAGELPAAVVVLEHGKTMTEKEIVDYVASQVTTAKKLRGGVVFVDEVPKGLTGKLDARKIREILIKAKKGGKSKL
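Luminescence read by CCD imaging after purified firefly luciferase (10nM final) was added to substrate buffer holding 10uM D-luciferin and 10uM ATP, pH 7.5, pre-dosed with compound.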
GPT2 inhibitor – Primary qHTS assay for inhibitors of Glutamate pyruvate transaminase 2 (GPT2); Alanine aminotransferase 2 (Homo sapiens), Q8TD30; Recombinant GPT2, coupled pyruvate oxidase/HRP Amplex Red fluorescence; Potency, µM (top dose mostly 57.7 µM), inactives show top-dose activity change, negative = inhibition, usual class: inhibitors; 0.25% of 100,000 active; AID 1671188, 2021; note: potency is the fitted concentration of half-maximal effect; nearly all actives have a fitted effect of over 60% in size; many of its hits are not listed in these tables
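Recombinant GPT2 (10ng/uL) with 250uM a-KG and 2mM L-alanine, 30 min at room temperature, in HEPES pH 7.5 buffer. Pyruvate detected by pyruvate oxidase/HRP/Amplex Red fluorescence after 30 min in the dark; AOA (50uM) as positive control.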
SNCA viab count – GF-AFC viability counterscreen for inhibitors of alpha-synuclein gene (SNCA) expression. 0.12% of 150,000 active. AID 1671193, 2021. Potency, µM (titrated, usually from 57.1 µM), for inactives: top-dose activity change, negative = cytotoxicity, actives largely listed as cytotoxic. HEK-293-SNCA-luc viability, GF-AFC fluorescence, 24 h;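 note: potency is the fitted concentration of half-maximal effect; 0% = DMSO-treated cells and -100% = medium-only wells without cells; nearly all actives have a fitted effect of over 30% in size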
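HEK-293-SNCA-luc cells (1500/well) plated 24 h, then exposed 24 h to a dilution series; GF-AFC added 30 min at 37C, fluorescence 405/540 nm; normalised to medium-only and DMSO wells, Hill fit.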
Numbers without * were called inactive; i = inactive; ? = inconclusive; / = not tested or not shown; [ ] = dose if it differs, or a comment. Unless noted, calls come from the whole dose curve; as a rule, active = well fitted curve in the direction sought with a large enough effect; inconclusive = small, poorly fitted or top-dose-only effect, or another doubt; inactive = no such curve, though single readings can be large; an effect the other way counts as inactive or inconclusive. Unless noted, % is set by controls: 0 for no effect and ±100 for the full control effect.

SMILES	SNCA expr inhib	HEK293 tox	IP6K1 inh	3T3 cytotox	Luciferase inh	GPT2 inhibitor	SNCA viab count
Cc1nc(NC2CC(c3nnc(CO)n3C3CC3)C2)c2sccc2n1 (configuration not stated)	-7%	-5%	16	-24%	0%	-51%	-1%
Cc1c(C)n(CCN(C)C)c2ccc(C(=O)OCCN(C)C)cc12	-28%[25.6 µM]	/	7	/	/	i	-25%[23.9 µM]
COCCc1nncn1C1CCN(S(=O)(=O)c2ccc(F)c(C)c2)CC1	8%	5%	-3	-10%	-2%	-14%	11%
O=C(c1ccc2cc[nH]c2c1)N1CCCC(c2nn[nH]n2)C1 (configuration not stated)	-11%	-7%	-11	4%	3%	-10%	3%
CC[C@@H]1[C@@H](NC(=O)c2oc(COc3ccccc3)cc2C)[C@@H]2CCO[C@H]12	0%	?	-2	-24%	-2%	i	-4%
CCn1cc(C2=NOC(C(=O)Nc3c(C)n(C)n(-c4ccccc4)c3=O)C2)c(C)n1 (configuration not stated)	/	/	-12	/	/	-7%	-16%
O=C(Nc1cccc(-c2ccco2)c1)C1CCN(Cc2ccc(CO)o2)CC1	38%[activator]	?	-9	-30%	0%	i	0%
CCn1c(SCc2ccc(F)cc2Cl)nnc1-c1nonc1NC(C)=O	12%	/	4	/	/	/	2%
Cc1ccc(CCNC(=O)CN2C(=O)COc3ccc(S(=O)(=O)N4CCCCCC4)cc32)cc1	-24%	/	11	/	/	/	?
CCc1nn2c(=O)cc(COc3ccc(/C=C(\C#N)C(=O)Nc4ccc(C)cc4)cc3)nc2s1	-17%	/	-6	/	/	/	-4%
Cc1ccc(-n2ncc3c(N4CCC(Cc5ccccc5)CC4)ncnc32)cc1	-8%	/	10	/	/	/	-6%
CN(C)c1ccc(C(=O)N2CCC(n3cc(-c4nc(C5CC5)no4)nn3)C2)cc1 (configuration not stated)	-20%	?	11	-22%	2%	2%	-6%
COc1cc(OC)cc(C(=O)N2CCC3(CC2)NC(=O)N(c2ccc(F)cc2)N3)c1	?	28µM*	-6	25µM*	1%	?	-18%
O=C(NC1CCCCC1)N1CCC2(CC1)CC(N(C(=O)c1ccccc1)C1CC1)CCO2 (configuration not stated)	13%	?	-12	-22%	-7%	-19%	3%
Cc1cccc(-n2nc(C)c(CCC(=O)N3CCOCC3)c2Oc2ccc(F)cc2F)c1	?	?	-11	?	-2%	-27%	?
O=S(=O)(Nc1ccc(F)cc1F)c1ccc(Br)s1	3%	/	1	/	/	/	-9%
COCc1nc(C2CCCN(C(=O)c3ccc(C)cc3)C2)no1 (configuration not stated)	1%	7%	21	i	-2%	i	10%[12.5 µM]
Cc1cn2nc(C(=O)NCc3ccccc3C)cc2c(N(C)Cc2ccccc2)n1	?	?	15	?	-9%	i	2%
CN1[C@@H](c2ccc(Cl)cc2)[C@@H](C(=O)NCCc2cnc[nH]2)C[C@@]1(C)C(=O)O	-3%	1%	-6	i	9%	0%	3%
Cc1c(O)cccc1C(=O)N1CCCC2(C1)C(=O)N(C)c1ccccc12 (configuration not stated)	-24%	?	7	-21%	5%	?	-2%
COC(=O)c1c(-c2ccc(Cl)cc2)noc1N1CCN(c2cccc(C)c2C)CC1	32%[activator]	/	9	/	/	/	5%
Cc1ccc(OCC(=O)N2CCCC(CN3CCCC3)CC2)cc1 (configuration not stated)	-12%	-12%	-10	-23%	5%	i	-12%
COc1ccccc1CCC(=O)N1CC2CC(C1)[C@H]1CCCC(=O)N1C2 (some centres not stated)	-11%	9%	10	5%	1%	i	6%
COc1cccc(-c2ncc3c(n2)OCCN(Cc2ccccc2)C3=O)c1	14%[87.6 µM]	?	-6	?	2.8µM*	3%[88.5 µM]	-2%[87.6 µM]
C[S+](=O)([O-])NC1CCN(c2ccc3nnc(-c4ccccc4)n3n2)C1 (configuration not stated)	/	-9%	-1	-19%	/	/	/
COc1ccc(Cn2nnc3c(=O)[nH]c(C4CCCN(C(=O)c5ccccc5Cl)C4)nc32)cc1OC (configuration not stated)	?	/	20	/	/	/	?
O=C(O)Cn1ccc2cc(OCc3cccc(-c4cccc(C(F)(F)F)c4)c3)cnc21	-6%[87.6 µM]	?	-5	-25%[138 µM]	-13%[172 µM]	1%[88.5 µM]	-7%[87.6 µM]
COc1ccc(NC(=O)c2nc3sccn3c2-c2cccc(OC)c2)cc1	-8%	?	-5	?	/	-4%	-15%
COc1ccc(NC(=O)c2cccc(N3CCCS3(=O)=O)c2)c(OC)c1	12%	/	7	/	/	/	2%
Cc1ccc(C2(C(=O)NC(C)c3cnc(-c4ccncc4)nc3C)CC2)cc1 (configuration not stated)	-12%	?	13	?	-5%	-23%	8%
COc1ccc(N2CCC(N3CCC4(CCNCC4)C3)CC2)cc1	5%	-27%	-9	-14%	4%	?	4%
CC(C)Cn1c(=O)c(C(=O)N(C)C)nc2cccnc21	-25%[87.6 µM]	-4%[172 µM]	16	-22%[138 µM]	/	-13%[88.5 µM]	-10%[87.6 µM]
COc1ccc(NC(=O)c2ccc3c(c2)N(C(=O)c2ccc(F)cc2)CC3)c(C)c1	1%	?	7	?	-16%	-15%	-8%
O=C1CO[C@H]2CN(Cc3ncc[nH]3)C[C@H]2N1Cc1ccc(F)cc1	-13%[87.6 µM]	i	-5	-2%[174 µM]	-4%[172 µM]	1%[88.5 µM]	0%[87.6 µM]
O=C(NC1CCN(c2cc(-c3ccc(F)cc3)[nH]n2)C1)c1cccnc1 (configuration not stated)	-20%	?	0	?	8%	?	3%
Cc1ccc(NC(=O)CN(C)S(=O)(=O)c2cccc3nsnc23)c(C)c1	-14%	/	5	/	/	/	-8%
CCCN1CCN(C(=O)c2ccc(-c3ccc(N4CCCCC4)nc3)cc2)CC1	23%	?	-3	?	?	i	3%
Cn1cnc(S(=O)(=O)N2c3ccccc3CC2c2noc(C3CCOCC3)n2)c1 (configuration not stated)	31%[activator]	0%	15	-10%	-10%	i	4%
Cn1ccc2cc(-c3ccc4ncn(Cc5ccccn5)c(=O)c4n3)ccc21	38%[activator][87.6 µM]	-23%[172 µM]	-8	89µM*	45µM*	0%[88.5 µM]	-13%[87.6 µM]
COC1CCOC2(CCN(C(=O)COc3ccccc3)CC2)C1 (configuration not stated)	-14%	-1%	-13	-19%	-13%	-8%	-4%[12.5 µM]
COc1ccc(NC(=O)CSC2=Nc3ccccc3N=C(c3ccc(F)cc3)C2)cc1OC	55%[activator]	/	5	/	/	/	10%
CN(C)c1ccc(CN2CCCC3(C2)C(=NC2CCCCC2)NC(=O)N3c2cccnc2)cc1 (configuration not stated)	-18%	?	-15	-16%	/	i	0%
Cc1ccc(CN2CCC(C(=O)N3CCCCCCNC(=O)CC3)CC2)s1	-5%	i	-14	-8%	6%	i	9%
CC(C)c1nc2nccc(-c3ccsc3)n2n1	12%	?	-6	?	8%	i	9%
O=C(c1ccco1)N1CCN(CC2(O)CCNC2)CC1 (configuration not stated)	-5%	-5%	4	-14%	0%	i	6%
CCn1cc(S(=O)(=O)N2CCCCC2c2nc(-c3ccncc3)n[nH]2)cn1 (configuration not stated)	-12%	7%	7	5%	-4%	-5%	5%
CCC[C@@H]1CN(C(=O)c2ccc(-c3ccc(C)o3)cc2)C[C@H]1NC(C)=O	-16%	?	20	-20%	-4%	?	1%
Cc1ccc(C(=O)N(Cc2ccco2)c2ccccn2)cc1	55%[activator]	/	18	/	/	/	5%
Cc1cccc(C(=O)Nc2cccc(C3OC(=O)N(Cc4ccccc4)C3C(=O)NCC(C)C)c2)c1 (configuration not stated)	13%	?	18	?	?	i	-17%
CCn1nc(C)cc1C(=O)N1CCOC[C@H](Oc2cccnc2)C1	-19%[87.6 µM]	-6%[172 µM]	10	-18%[174 µM]	-14%[172 µM]	i	2%[87.6 µM]
COc1ccc(-c2cc3c(=O)n(CCNC(=O)c4ccc(OC)nc4)ccn3n2)cc1	33%[activator]	i	0	-2%	?	i	-10%
C[C@@H](N)C(=O)N1CCC(n2nccc2NC(=O)Nc2cccc(F)c2)CC1	8%	-3%	-11	-3%	7%	-18%	-6%
O=C1CCN([C@@H]2CCC[C@H]2O)c2cc3c(cc2CN1Cc1ccccc1)OCO3	/	?	-8	-23%	/	/	/
COc1cccc(-c2ccc(CN3CCCC(N[S+](C)(=O)[O-])C3)cc2)c1 (configuration not stated)	40%[activator]	?	18	?	/	?	1%
Cc1ccc(N(C)S(=O)(=O)c2ccc(-c3cnc(C4CC4)o3)cc2)cc1	-9%	/	6	/	/	/	-2%

A section from the list above, for reference:
SMILES	SNCA expr inhib	HEK293 tox	IP6K1 inh	3T3 cytotox	Luciferase inh	GPT2 inhibitor	SNCA viab count
CN(C)c1ccc(CN2CCCC3(C2)C(=NC2CCCCC2)NC(=O)N3c2cccnc2)cc1 (configuration not stated)	-18%	?	-15	-16%	/	i	0%
Cc1ccc(CN2CCC(C(=O)N3CCCCCCNC(=O)CC3)CC2)s1	-5%	i	-14	-8%	6%	i	9%
CC(C)c1nc2nccc(-c3ccsc3)n2n1	12%	?	-6	?	8%	i	9%
O=C(c1ccco1)N1CCN(CC2(O)CCNC2)CC1 (configuration not stated)	-5%	-5%	4	-14%	0%	i	6%
CCn1cc(S(=O)(=O)N2CCCCC2c2nc(-c3ccncc3)n[nH]2)cn1 (configuration not stated)	-12%	7%	7	5%	-4%	-5%	5%
CCC[C@@H]1CN(C(=O)c2ccc(-c3ccc(C)o3)cc2)C[C@H]1NC(C)=O	-16%	?	20	-20%	-4%	?	1%
Cc1ccc(C(=O)N(Cc2ccco2)c2ccccn2)cc1	55%[activator]	/	18	/	/	/	5%
Cc1cccc(C(=O)Nc2cccc(C3OC(=O)N(Cc4ccccc4)C3C(=O)NCC(C)C)c2)c1 (configuration not stated)	13%	?	18	?	?	i	-17%
CCn1nc(C)cc1C(=O)N1CCOC[C@H](Oc2cccnc2)C1	-19%[87.6 µM]	-6%[172 µM]	10	-18%[174 µM]	-14%[172 µM]	i	2%[87.6 µM]

An excerpt; count on the stated rates, not on these rows.
